Source: PubChem BioAssay (National Center for Advancing Translational Sciences (NCATS))
Integrin act MD = activators of alpha7 integrin expression for muscular dystrophy; Potency, µM (doses to about 38.3 µM), without a hit: at the highest dose activation, hits mostly activators; AID 624291; alpha7betagal myoblasts, beta-gal FDG fluorescence, 48 h; 350,000 compounds, 0.064% hits;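 note: potency is the fitted concentration of half-maximal effect; 100% = response of the positive control SU9516; nearly all actives have a fitted effect of over 60% in size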
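alpha7betagal+/- myoblasts (passage 13, 250/well) treated 48 h at 37C with compounds at 1:260 dilution of DMSO stock. Lysed, then beta-galactosidase activity read as FDG fluorescence (ex 480/em 540) after 30 min, with pre-read for autofluorescence.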
p53 reactivation = restores transcriptional activity of mutant p53. Potency, µM (highest dose often 92.2 µM), for inactives: top-dose activity change, positive = activation, hits mostly activators. AID 504706. 320,000 compounds, 0.063% hits. H1299 p53-A138V BP100-luciferase reporter, luminescence, 24 h; note: potency is the fitted concentration of half-maximal effect; % of control where 0% means no effect; nearly all actives have a fitted effect of over 45% in size
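p53-null H1299 cells stably carrying temperature-sensitive p53-A138V and a BP100-luciferase reporter were pinned with compounds (4-point, 1:5 series) and held 24 hrs at 37 deg C. Luminescence was read 10 min after detection reagent.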
TCR activator = activates T cell receptor signaling; 330,000 tested, under 10 active; Potency, µM (titrated, usually from 9.22 µM), without a hit: at the highest dose activation of IL-2 secretion, actives largely listed as activators; primary human leukocytes, anti-CD3, IL-2 HTRF, 48 h; note: % of control where 0% means no effect
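IL-2 release read by HTRF sandwich (Eu cryptate donor, d2 acceptor, 665 nm emission) after 48 hr exposure of primary human leukocytes to compound together with anti-CD3 beads in the absence of co-stimulatory signals.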
PTAP TSG101 blk = blocks PTAP/TSG101 interaction to inhibit HIV-1 budding; 340,000 tested, under 10 active; AID 493005; Potency, µM (doses to about 115 µM), inactives show at the highest dose activity change, negative = inhibition, most hits filed as inhibitors; Fluorescence polarization, FITC-PTAP peptide / Tsg101 binding; Q99816; active = well fitted inhibition curve with a large enough effect in the main read-out, with a control signal flat, not every such curve was filed as active; inconclusive = small, poorly fitted or top-dose-only effect, or effect the other way, or a change in a side signal; inactive = no such curve, though single readings can be large or run the other way; note: potency is the fitted concentration of half-maximal effect; % of control where 0% means no effect
Target sequence (Q99816 whole entry, looked up): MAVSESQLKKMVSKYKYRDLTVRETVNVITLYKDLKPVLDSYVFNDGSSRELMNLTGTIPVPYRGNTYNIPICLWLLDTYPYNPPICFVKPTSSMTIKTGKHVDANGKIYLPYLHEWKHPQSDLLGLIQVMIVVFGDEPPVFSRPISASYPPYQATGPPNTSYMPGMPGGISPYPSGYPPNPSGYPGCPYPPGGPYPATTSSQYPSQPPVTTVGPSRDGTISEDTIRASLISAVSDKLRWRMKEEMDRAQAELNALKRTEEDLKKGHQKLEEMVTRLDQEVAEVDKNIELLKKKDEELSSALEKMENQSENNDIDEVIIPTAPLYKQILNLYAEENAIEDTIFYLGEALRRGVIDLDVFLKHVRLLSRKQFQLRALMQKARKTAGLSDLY
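FP read-out: FITC-PTAP peptide, 50 nM final, binding Tsg101 binding domain, 10 uM final; 20 min, r.t.; 10 mM HEPES pH 7.5, 0.15 M NaCl, 0.01% Tween 20, 3 mM EDTA, 0.1 mM TCEP.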
TRPV1 ag = activates the human vanilloid receptor TRPV1. Q8NER1. TRPV1-expressing cells, Fluo-8 calcium influx, agonist mode. activation, % at 8.33 µM. 320,000 compounds, 0.19% hits; in the data active = activation above about 80%; inconclusive = between about 30% and that limit; note: 0% is about no effect
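TRPV1-expressing cells were cultured overnight at 35.5C and loaded with Fluo-8 calcium dye for 40 to 90 min at room temperature. After a 10 s baseline, compound was added and calcium influx was read kinetically for 3 min (ex 480/em 520 nm).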
A-T KAP1 phos = potential ataxia-telangiectasia treatment; Potency, µM (highest dose often 57.5 µM), for the others: at the top dose activation, actives largely listed as activators; […] A-T fibroblasts, KAP-1 phosphorylation AlphaLISA; neocarzinostatin DNA damage 30 min before lysis; AID 485349; 320,000 compounds, 0.19% hits; note: potency is the fitted concentration of half-maximal effect; % of control where 0% means no effect; nearly all actives have a fitted effect of over 45% in size
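ATM-like activity read as KAP-1 phosphorylation via AlphaLISA donor/acceptor antibody pairs after lysis and 6 hr at 25C. Cells were ATM-null patient fibroblasts ([…], hTERT), dosed 60 min, then exposed to the DSB inducer NCS for 30 min.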
B2AR arrestin = agonists driving beta-arrestin recruitment to human beta2-adrenergic receptor; beta-arrestin recruitment to beta2AR, cell-based reporter; Potency, µM (titrated, usually from 46.1 µM), for inactives: top-dose activation, most hits filed as activators; 330,000 compounds, 0.02% hits; AID 492947;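 note: potency is the fitted concentration of half-maximal effect; 0% = DMSO controls and full agonism = EC100 isoproterenol or metaproterenol; nearly all actives have a fitted effect of over 65% in size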
Target sequence (P07550 whole entry, looked up): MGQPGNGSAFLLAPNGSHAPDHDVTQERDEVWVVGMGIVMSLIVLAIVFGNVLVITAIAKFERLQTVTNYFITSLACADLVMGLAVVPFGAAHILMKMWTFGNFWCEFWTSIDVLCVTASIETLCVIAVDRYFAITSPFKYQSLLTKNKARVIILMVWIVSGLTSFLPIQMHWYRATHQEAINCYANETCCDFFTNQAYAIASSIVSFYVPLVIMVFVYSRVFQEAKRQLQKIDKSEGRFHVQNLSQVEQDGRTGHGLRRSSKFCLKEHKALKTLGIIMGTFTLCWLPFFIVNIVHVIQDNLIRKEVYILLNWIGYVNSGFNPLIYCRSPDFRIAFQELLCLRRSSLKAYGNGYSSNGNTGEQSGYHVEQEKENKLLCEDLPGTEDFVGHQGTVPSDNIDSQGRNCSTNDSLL
BRCA1 expr up = BRCA1 expression activation; 380,000 compounds, 1.1% hits; AID 624202; Potency, µM (series often up to 46.1 µM), for the others: at the highest dose activation, actives largely listed as activators; MCF7-BRCA1-FFLuc reporter, luminescence, 48 h; response scale: scaled: vehicle 0%, 10 µM genistein 100%; note: potency is the fitted concentration of half-maximal effect; nearly all actives have a fitted effect of over 80% in size; some results filed as inactive show a strong effect at the top dose
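MCF7 cells carrying a BRCA1-firefly luciferase reporter (2000 cells/well, phenol-red free MEM) were attached for 2 h at 37 °C, then given compounds for 48 h. Luminescence was read 15 min after luciferase reagent; activity normalized to genistein (10 microM) and DMSO.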
MLL CXXC-DNA inh = blocks binding of human MLL CXXC domain to DNA; MLL-CXXC / FITC-HOXA9 DNA fluorescence polarization; Q03164; Potency, µM (titrated, usually from 115 µM), without a hit: at the top dose activity change, negative = inhibition, hits mostly inhibitors; 290,000 compounds, 0.037% hits; AID 2662; active = well fitted inhibition curve with a large enough effect in the polarisation, with a control signal flat, not every such curve was filed as active; inconclusive = small, poorly fitted or top-dose-only effect, or effect the other way, or a change in a side signal; inactive = no such curve, though single readings can be large or run the other way; the % refers to the polarisation; note: potency is the fitted concentration of half-maximal effect
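Steps: dispense CXXC domain solution (7 uM) → pin compounds or unlabeled HOX-A9 DNA control → 5 min ambient → add FLSN-HOX-A9 solution (50 nM) → spin → 30 min ambient → fluorescence polarization. Tris pH 7.5/NaCl/DTT/BSA buffer.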
ELG1 repair inh = ELG1-dependent DNA repair inhibition; Potency, µM (highest dose often 46.1 µM), inactives show at the highest dose activity change, negative = inhibition, actives largely listed as inhibitors; 330,000 compounds, 2.3% hits; HEK293T ELG1-luciferase reporter, luminescence, 16 h; DNA damage induced by 5-fluorouridine; note: potency is the fitted concentration of half-maximal effect; % is set by controls: 0 for no effect and ±100 for the full control effect; nearly all actives have a fitted effect of over 55% in size
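Luminescence from the luciferase reporter, measured 30 min after ONE-Glo reagent at room temperature, was the read-out. Beforehand, 2,000 cells per well were exposed for 16 hr at 37 °C to 5-fluorouridine together with compound or vehicle.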
* hit, by the source's call; ? = inconclusive; nt = no result given; [ ] = remark or other dose. Unless noted, calls come from the whole dose curve; as a rule, active = well fitted curve in the direction sought with a large enough effect; inconclusive = small, poorly fitted or top-dose-only effect, or another doubt; inactive = no such curve, though single readings can be large; an effect the other way counts as inactive or inconclusive. This is a random part of the collection; any-hit rate near 3.8%.

SMILES	Integrin act MD	p53 reactivation	TCR activator	PTAP TSG101 blk	TRPV1 ag	A-T KAP1 phos	B2AR arrestin	BRCA1 expr up	MLL CXXC-DNA inh	ELG1 repair inh
Nc1ccc(N=Nc2ccccc2O)c(N)c1	-22%	nt	4%	-1%	nt	nt	nt	30%	nt	nt
Cc1ccc2nc(Nc3ccccc3)cc(C)c2c1	-16%	19%	3%	-3%	7	15%	-0.1%	37%	?	?
CC(=O)OCCc1c2ccccc2c(CCCN(C)C)c2ccccc12	-46%[inhibitor]	nt	-6%	-6%	nt	nt	nt	-4%	nt	nt
O=C(O)c1cccc(N2C(=O)/C(=C/c3ccc([N+](=O)[O-])cc3)C=C2c2ccccc2)c1	36%	9%	-2%	1%	-2	6%	0.1%	-15%	?	?
CN(C(=O)COC(=O)CCc1c[nH]c2ccccc12)C(c1ccccc1)c1ccccc1	28%	-2%	0%[46.1 µM]	0%	21	0%	0.1%	-6%	1%	-15%
Cc1ccc(S(=O)(=O)N2CCN(C(=O)CCn3nc(C)c(C)c3C)CC2)cc1C	8%	6%	1%	-5%	-2	5%	-0.1%	0%	-5%	1%
Cc1c(-c2csc(N)n2)cnn1C	35%	14%	5%	-2%	0	-2%	-0.1%	5%	-1%	?
CCOC(=O)CSc1nnc(Cn2nnc(-c3ccccc3)n2)n1C	7%	10%	-32%	-5%	0	-6%	0.2%	0%	10%	6%
COc1ccc(S(=O)(=O)N2CCOCC2)cc1NC(=O)COC(=O)c1[nH]c(C)c(C(C)=O)c1C	16%	0%	-1%[46.1 µM]	-10%	nt	-9%	-0.1%	-51%	nt	?
O=C(NCc1cccs1)C1CC(c2ccc(Cl)c(Cl)c2)=NO1 (stereo not given)	-31%	1%	-6%	1%	3	6%	0.5%	-2%	-5%	-8%
O=C(c1cccc([N+](=O)[O-])c1)N1CCN(S(=O)(=O)N2CCCCC2)CC1	0%	-2%	0%	-3%	4	3%	-0.1%	8%	2%	-1%
Cc1ccc2[nH]c(=O)c(COC(=O)C3CCCCC3)cc2c1	-19%	9%	0%	-2%	16	-1%	-0.2%	-9%	8%	28%
CCN1CCN(CCCNC(=O)c2cc3cc4ccc(OC)cc4nc3o2)CC1	-45%	4%	-3%	-6%	2	-10%	-0.4%	25%	-12%	4%
O=C(O)c1ccn[nH]1	-8%	nt	-3%	-1%	nt	nt	nt	12%	nt	nt
CC(=O)c1cn(CCCCCCCn2cc(C(C)=O)c(=O)[nH]c2=O)c(=O)[nH]c1=O	20%	-5%	-6%	-1%	2	2%	-0.5%	1%	4%	-1%
CCn1c(SCC(=O)Nc2ccc(OC)c(OC)c2)nnc1-c1cccs1	-8%[7.66 µM]	-5%	-2%	-5%	1	8%	-0.7%	3%	-4%	-11%
Cc1ccc(N2C(=O)N(CC(=O)N3CCCc4ccccc43)C(=O)C2C)cc1 (stereo not given)	12%[7.66 µM]	-3%	nt	2%	1	-6%	0.1%	7%	-7%	-4%
C=C(C)c1cccc(C(C)(C)NC(=O)N(C)C2CCN(C)CC2)c1	-11%	0%	9%	-3%	1	3%	0.2%	0%	-3%	18%
O=C(c1cccs1)N(Cc1nc2sc3c(c2c(=O)[nH]1)CCCC3)C1CCCC1	26%	nt	-5%	0%	-3	nt	nt	-44%	24%	nt
CN(Cc1nc2ccccc2c(=O)[nH]1)Cc1nc2ccsc2c(=O)[nH]1	-33%	4%	-4%	-2%	3	-5%	-1.0%	-16%	-17%	?
Cc1ccc(Nc2cc(C)nc3nc(C)nn23)cc1	31%	-4%	2%	-2%	1	-15%	-1.3%	7%	-9%	0%
O=C(N/N=C\c1ccccn1)C1COc2cc3ccccc3cc2O1 (stereo not given)	-24%	-3%	2%	-2%	1	36%	0.3%	-19%	-6%	12%
COc1ccc(C(=O)OCC(=O)Nc2c(C)n(C)n(-c3ccccc3)c2=O)cc1	0%	-2%	-4%	-2%	nt	4%	0.2%	-1%	nt	0%
Cc1cccc(-c2n[nH]c(=S)n2/N=C/c2ccc(C)o2)c1	8%	1%	2%[46.1 µM]	-1%	-2	-13%	-0.5%	0%	-5%	-1%
O=C(COC(=O)c1ccc(O)cc1)Nc1ccc(OC(F)F)cc1	12%	-4%	1%	1%	9	-8%	-0.4%	-3%	21%	0%
O=C(NC1(C(F)(F)F)N=C2SCCN2C1=O)c1ccco1 (stereo not given)	-7%	-10%	3%	0%	0	-5%	0.5%	10%	-8%	11%
Cc1cccc(N2CCN(C(=O)C3CCN(c4ncnc5c4nc4n5CCCCC4)CC3)CC2C)c1 (stereo not given)	-3%	16%	-1%	-1%	-1	-2%	0.2%	-62%	-2%	4.1µM*
CN(/C=C/c1c([N+](=O)[O-])c(=O)n(C)c(=O)n1C)c1ccccc1	18%	0%	6%	-1%	-2	3%	0.2%	17%	-14%	-6%
Oc1ccc(/C=C/c2cnccn2)cc1	-6%	20%	5%	-15%	3	-5%	-0.3%	13µM*	?	0%
Cc1ccc(C2CC(c3ccco3)n3nc(N)nc3N2)cc1 (stereo not given)	-2%	-5%	-9%	-7%	nt	0%	-0.9%	8%	9%	-1%
Oc1cccc(Nc2nc(-c3ccccc3)nc3ccccc23)c1	-14%	-2%	-3%	-1%	16	1%	-0.2%	1%	5%	?
COc1ccccc1NC(=O)C(=O)NNC(=O)COc1ccc2ccccc2c1	nt	1%	nt	nt	-4	0%	-0.6%	nt	-5%	-15%
O=C(Nc1cccnc1)c1ccc(Cl)c([N+](=O)[O-])c1	-1%	26%	-17%	7%	0	-7%	-0.2%	0%	-3%	?
CC1CCCN(CCC(=O)Nc2ccc3c(c2)CCC3)C1 (stereo not given)	4%	-15%	2%[46.1 µM]	-1%	8	-1%	0.7%	0%	-10%	6%
COc1cccc(CN2CCN(Cc3cc(OC)c(OC)cc3[N+](=O)[O-])CC2)c1	-35%	-5%	2%	-6%	1	7%	0.0%	-2%	-6%	?
Cc1ccc2cccc(Oc3ncnc4scc(-c5ccc(Cl)cc5)c34)c2n1	-2%	3%	-2%[46.1 µM]	0%	14	11%	-0.8%	-51%	7%	-7%
CCOC(=O)c1c(C)c(-c2ccccc2)n(CC(=O)N2CCCC2)c1C	12%	2%	6%	3%	3	1%	-0.1%	0%	1%	-2%
COc1ccc(CC(NC(C)=O)C(=O)NC2CCN(C(=O)Nc3ccc(Cl)cc3)CC2)cc1OC (stereo not given)	7%	4%	nt	-1%	2	12%	-0.8%	20%	-6%	-2%
O=C(NCc1ccccn1)C(=O)C1C(=O)Nc2ccccc21 (stereo not given)	6%	1%	11%	-9%	-1	-3%	-0.1%	-1%	-7%	11%
Cc1ccc(NS(=O)(=O)c2ccc(C(=O)N3CC(C)OC(C)C3)cc2)cc1 (stereo not given)	47%	15%	-12%	1%	0	-6%	0.3%	1%	39%	-1%
Cn1cc([N+](=O)[O-])c(C(=O)Nc2ccn(C34CC5CC(CC(C5)C3)C4)n2)n1	-39%	13%	1%[46.1 µM]	0%	12	-1%	0.0%	-58%	3%	9%
COCCOn1c(SCCOC)nc2ccccc2c1=O	0%	-4%	0%	-2%	-7	-5%	0.3%	0%	7%	0%
O=C(CN1CCN(c2ccccc2)CC1)NC(=O)NCc1ccccc1	19%	9%	-195%	-6%	13	-5%	-1.0%	-1%	nt	7%
COc1ccc2c(c1)C(c1ccc(N3CCOCC3)cc1)=NNC(c1cccnc1)=N2	-21%	-2%	6%[46.1 µM]	1%	-4	2%	0.0%	-9%	15%	-4%
CCN(CC)CCN(C(=O)c1ccc2c(c1)OCCO2)c1nc2c(Cl)cccc2s1	-9%	6%	-6%	-5%	-3	10%	-0.8%	-21%	1%	-12%
c1ccc(C(c2nnnn2C2CCCCC2)N2CCc3ccccc3C2)nc1 (stereo not given)	-11%	-6%	2%	-5%	4	5%	3.1%	2%	-2%	-2%
